BoNT F protease: BoNT F light chain protease inhibition | Multiplex microsphere protease cleavage assay, flow cytometry | inhibition, % at 10 µM | 360,000 compounds, 0.22% hits | AID 588497; in the data active = inhibition above about 35%, passing the limit was not always enough; inconclusive = no clear call, values can overlap the other calls; also: plate controls were buffer without enzyme for full effect and enzyme alone for no effect
BoNT-A LC inh2: inhibitors of Botulinum neurotoxin A light chain protease. multiplex microsphere protease substrate cleavage, flow cytometry. inhibition, % at 10 µM. AID 588499. 360,000 compounds, 0.17% hits; in the data active = inhibition above about 30%; inconclusive = no clear call, values can overlap the other calls; also: plate controls were buffer without enzyme for full effect and enzyme alone for no effect
Mtb FBA inh: inhibitors of M. tuberculosis fructose-bisphosphate aldolase; inhibition, % at 1 µM; AID 588726; 360,000 compounds, 2.3% hits; purified M. tuberculosis FBA, fluorescence read-out; in the data active = inhibition above about 27%;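 also: 0% = vehicle and 100% = reference inhibitor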
Target sequence (P9WQA3 whole entry, looked up): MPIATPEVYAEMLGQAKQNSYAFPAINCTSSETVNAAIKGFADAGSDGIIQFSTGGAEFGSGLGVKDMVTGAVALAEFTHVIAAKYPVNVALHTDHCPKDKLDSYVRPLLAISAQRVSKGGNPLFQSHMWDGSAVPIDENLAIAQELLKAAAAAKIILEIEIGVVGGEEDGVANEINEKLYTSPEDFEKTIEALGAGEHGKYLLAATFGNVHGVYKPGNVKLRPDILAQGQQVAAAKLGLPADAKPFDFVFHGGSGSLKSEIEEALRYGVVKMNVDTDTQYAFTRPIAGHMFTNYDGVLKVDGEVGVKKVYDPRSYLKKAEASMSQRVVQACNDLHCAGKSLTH
FadD28 binding: blocks FadD28 binding to the bisubstrate probe; inhibition, % at 12.5 µM; 360,000 compounds, 0.22% hits; fluorescence polarization; in the data active = inhibition above about 8.5%, passing the limit was not always enough; inconclusive = no clear call, values can overlap the other calls
PrPC surface inh: reduces human prion protein on the cell surface | P04156 | cell surface PrPC, TR-FRET read-out | inhibition, % at 13.8 µM | 370,000 compounds, 0.43% hits; in the data active = inhibition above about 24%; also: 0% = median of the test wells and 100% = reference compound wells
Mtb BioA inh: inhibitors of Mycobacterium tuberculosis BioA enzyme. AID 602481. 360,000 compounds, 0.096% hits. inhibition, % at 9.99 µM. purified M. tuberculosis BioA enzyme, plate reader; in the data active = inhibition above about 40%; inconclusive = no clear call, values can overlap the other calls
Mtb UGM inh: Mtb UDP-galactopyranose mutase inhibition; P9WIQ1; purified UGM, fluorescence polarization probe displacement; inhibition, % at 10 µM; 320,000 compounds, 0.06% hits; AID 504406; in the data active = inhibition above about 10%, passing the limit was not always enough; inconclusive = no clear call, values can overlap the other calls
Target sequence (P9WIQ1 whole entry, looked up): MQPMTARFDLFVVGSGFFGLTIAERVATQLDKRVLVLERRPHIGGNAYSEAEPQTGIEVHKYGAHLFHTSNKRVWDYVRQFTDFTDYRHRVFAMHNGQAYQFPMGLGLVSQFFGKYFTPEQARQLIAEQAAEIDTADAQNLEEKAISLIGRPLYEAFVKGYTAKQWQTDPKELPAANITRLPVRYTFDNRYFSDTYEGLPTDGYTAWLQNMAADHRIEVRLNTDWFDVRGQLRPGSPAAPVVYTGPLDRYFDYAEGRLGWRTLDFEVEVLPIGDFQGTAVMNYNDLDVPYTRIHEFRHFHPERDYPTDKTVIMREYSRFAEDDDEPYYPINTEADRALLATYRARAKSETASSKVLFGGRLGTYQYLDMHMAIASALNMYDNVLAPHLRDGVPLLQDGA
GDH-TPI counter: inhibits GDH-TPI coupling enzymes, artifact for Mtb FBA screen; AID 588335; inhibition, % at 4.8 µM; 360,000 compounds, 1.2% hits; GDH-TPI coupled enzyme counterscreen, NADH absorbance;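 also: 0% = DMSO wells and 100% = wells lacking the enzyme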
CCHFV vOTU inh: CCHFV vOTU protease inhibition; Pep-AMC fluorescence; inhibition, % at 11.5 µM; 370,000 compounds, 0.55% hits; also: 0% = vehicle wells with enzyme and 100% = no enzyme wells
Starred values were filed as active, the others as inactive; ? = inconclusive; / = not tested or not shown. Rule as the data show it, unless noted: active = inhibition above about 30%; inactive = the rest.

SMILES | BoNT F protease | BoNT-A LC inh2 | Mtb FBA inh | FadD28 binding | PrPC surface inh | Mtb BioA inh | Mtb UGM inh | GDH-TPI counter | CCHFV vOTU inh
Cc1cc2c(cc1C)C(=O)NC(C)(C)C2 | -3 | -1.6 | 1 | -0.1 | 6 | 0.1 | -0.9 | 10 | -9
CCCN(CCC)C(=O)C1CCCN1S(=O)(=O)c1cccc2nsnc12 (configuration not stated) | -2 | 0.8 | 3 | 1.0 | -15 | -1.5 | 1.8 | 6 | 3
OCC(O)CN1CCCC1 (configuration not stated) | 4 | -0.4 | 2 | -1.6 | 4 | -0.3 | -0.4 | -5 | 0
CC(=O)NC1CC2CCCC(C1)N2CC(=O)N1CCCc2ccccc21 (configuration not stated) | -1 | 1.2 | 2 | -1.3 | -8 | 0.3 | -0.7 | 5 | 7
CCOC(=O)N1CCN(C(=O)Cn2nc(C)n3nc(-c4ccc(CC)cc4)cc3c2=O)CC1 | 1 | 0.8 | 7 | -0.6 | -7 | -0.9 | 0.0 | 2 | 19
COc1ccc(-n2c(C)cc(C(=O)CN3C(=O)c4ccccc4C3=O)c2C)cc1 | -14 | -3.4 | 1 | -2.2 | 7 | / | 0.5 | -3 | -8
O=C(Nc1ccc(F)cc1F)N1CCCN(CCOc2ccccc2)CC1 | / | / | 3 | -0.7 | -8 | 1.6 | 0.9 | 2 | 0
Cc1ccc(S(=O)(=O)NCC(=O)N(CC(=O)NC(C)(C)C)Cc2cccs2)cc1 | -2 | -0.6 | 2 | -4.6 | -9 | -1.5 | 1.8 | -1 | 4
O=C(Nc1nnc(-c2cccs2)o1)c1ccco1 | 6 | 0.8 | 1 | 0.3 | -7 | -1.5 | 2.3 | 27 | 22
Cc1cccc(N=C(NO)c2nonc2N)c1 | 5 | 0.2 | -1 | -2.6 | 7 | 0.8 | 2.3 | 5 | -11
COc1cccc(COC(=O)c2ccc(S(=O)(=O)N3CCC(C)CC3)cc2)c1OC | 1 | 0.6 | 0 | -2.9 | -3 | 1.0 | -4.6 | -20 | 7
C=CCNC(=O)c1c(N)n(-c2cccc(S(N)(=O)=O)c2)c2nc3ccccc3nc12 | -8 | 6.2 | 116* | -2.1 | -1 | 1.4 | -0.8 | 17 | -131
Cc1ccc(C(=O)CS(C)(=O)=O)cc1 | -3 | 0.4 | 3 | -3.5 | 0 | -2.6 | -1.9 | 2 | -8
Cc1ccccc1C(=O)Nc1ccc(Br)cn1 | 1 | -0.3 | -1 | -1.8 | -2 | -0.1 | 0.1 | -4 | -1
Cc1c(C(=O)N(CCC#N)c2ccccc2)sc2nc3n(c(=O)c12)CCCC3 | 6 | -1.5 | -4 | -3.3 | 7 | -3.2 | 1.7 | 2 | -8
CCC(C)c1ccc(S(=O)(=O)N2CCN(C(C)C(=O)NC3CCCC3)CC2)cc1 (configuration not stated) | -5 | -5.2 | -2 | -2.0 | 4 | 0.3 | -1.2 | 2 | -1
CN(Cc1ccccc1)C(=O)COC(=O)c1ccc(=O)n(Cc2ccccc2)n1 | 0 | -0.9 | 2 | -0.1 | 0 | -0.7 | -5.0 | 8 | -4
Cc1noc(/C=C/N(C)C)c1S(=O)(=O)N1CCC(C(=O)O)CC1 | -26 | -0.5 | 0 | 1.2 | 4 | -2.0 | -3.1 | 21 | -4
CNC(=S)N/N=C/c1c(C)nn(-c2cccc(Cl)c2)c1Cl | -4 | 0.5 | 2 | -0.6 | 9 | -1.0 | -1.1 | 16 | 1
CNC(=O)c1ccc(NC(=O)CCc2c(C)noc2C)cc1 | 4 | 2.6 | -2 | -2.2 | -4 | -0.9 | -0.6 | -5 | -12
Cc1ccc(S(=O)(=O)NNC(=O)C(O)(c2ccccc2C)c2ccccc2C)cc1 | 21 | 0.6 | 0 | -2.8 | 5 | -0.8 | -2.3 | -5 | -2
Cc1ccc(NCc2nc3ccccc3n2CCOc2ccccc2)cc1 | -6 | 0.1 | 2 | -0.7 | 8 | 25 | -1.4 | 1 | -5
O=S(=O)(NCCc1ccccc1)c1cnc(Cl)c(Br)c1 | -5 | 3.3 | 1 | -3.8 | -8 | -0.8 | / | -2 | 14
COC(=O)c1ccc2ccn(CC(=O)NC(C)C)c2c1 | -1 | -0.2 | 85* | -0.5 | -2 | -0.7 | 1.8 | -4 | -39
O=C1CN(c2nc(-c3cccs3)nc3sc4c(c23)CCCC4)CCN1 | -8 | 3.7 | 10 | -4.7 | -3 | / | -1.1 | 19 | 2
Cc1ccccc1-c1n[nH]c(=S)o1 | -14 | 0.8 | 8 | 1.2 | 63* | 1.1 | 0.4 | 7 | 9
COc1cccc(C(=O)NN=C2CCCC2)c1 | ? | ? | 6 | -1.3 | 13 | -0.3 | 1.2 | 4 | -9
Clc1ccc(C2N3CCCN23)c(Cl)c1 (configuration not stated) | -6 | -0.8 | 1 | -0.3 | 5 | -1.1 | -0.3 | 4 | 4
Cc1nc2nc(CC(=O)O)[nH]n2c(=O)c1[N+](=O)[O-] | -10 | 0.2 | -2 | -2.2 | -1 | / | -2.3 | 12 | 5
Cc1sc(NC(=S)NC(=O)C(C)(C)C)c(C(N)=O)c1C | 14 | 1.4 | -4 | -4.1 | -14 | -0.8 | -2.9 | -8 | 5
CCc1ccccc1S(=O)(=O)Cc1ccc(C(=O)NCc2ccc3c(c2)OCO3)o1 | -4 | 0.1 | 2 | -1.6 | -2 | -0.3 | 0.8 | -1 | 4
CC(=O)c1cccc(NC(=O)CSc2nc(=O)n(Cc3ccccn3)c3c2CCC3)c1 | 1 | 0.8 | 1 | -0.1 | -3 | 20 | 4.9 | 6 | -5
O=C(Cc1c[nH]c2ccccc12)N1CCN(S(=O)(=O)c2ccc(F)cc2)CC1 | -7 | 0.0 | 1 | 0.0 | 3 | -0.6 | / | 6 | -4
CCC(C)(C)C1CCC(NC(=O)N2CCN(c3ccccc3O)CC2)CC1 (configuration not stated) | -7 | 0.2 | -6 | -5.7 | -5 | -1.3 | 3.7 | -10 | -5
CCNc1nc(NC(C)C)nc(SCCOc2ccc(C)cc2)n1 | -2 | 0.3 | -2 | -2.8 | 13 | -1.4 | 3.5 | -11 | 22
COc1ccc(NC2=CC(=O)CC(c3ccccc3)C2)c(OC)c1 (configuration not stated) | -11 | -0.6 | 2 | -1.5 | 12 | 5.7 | 1.5 | 17 | -9
O=C(COC(=O)/C=C/c1ccc(Cl)cc1Cl)NCCC1=CCCCC1 | -3 | -1.3 | 3 | -0.2 | 1 | / | / | 5 | -21
COCCN(C(=O)CCSc1ccc(F)cc1)c1c(N)n(Cc2ccccc2)c(=O)[nH]c1=O | 3 | -0.5 | 3 | -1.9 | 3 | 0.5 | -0.2 | 3 | 5
COc1ccc(OCC(=O)Nc2ccc(NC(=O)c3ccccc3Cl)c(OC)c2)cc1 | 14 | 5.2 | 0 | 0.3 | 6 | -1.2 | -0.1 | 3 | -4
Cc1ccc(NC(=O)c2c(Cl)nc3ccccn23)cc1 | 6 | -0.4 | 0 | -2.0 | -3 | / | 1.5 | 7 | 5
CN(C(=O)C1CCC(=O)N(CCCN2CCCC2=O)C1)C(C1CC1)C1CC1 (configuration not stated) | 5 | 0.3 | 3 | -0.6 | 5 | -0.7 | 1.6 | -6 | -13
O=C(CSc1nncs1)Nc1ccc(Cl)cc1C(F)(F)F | -7 | 0.7 | 1 | -1.1 | 6 | 8.7 | 2.4 | 4 | -5
C=C(C)C(Cc1c(OC)ccc(C(=O)/C=C/c2ccc(O)cc2)c1O)OO (configuration not stated) | 4 | -0.2 | 2 | 0.8 | 5 | -0.9 | / | 12 | 5
CCOc1cc(/C=N/Nc2nc(C)cc(=O)[nH]2)ccc1O | 4 | -4.6 | -3 | -3.0 | -4 | 0.1 | 0.1 | 23 | 8
CCC(C(=O)OCC(=O)Nc1ccc(C(=O)Nc2ccc(OC)cc2)cc1)c1ccccc1 (configuration not stated) | -6 | 0.5 | -1 | -4.0 | 1 | / | -2.2 | -2 | -6
c1ccc(COc2ncnc3c2ncn3CCCNCc2ccccn2)cc1 | -4 | -0.8 | 0 | 0.6 | -8 | 0.7 | / | -4 | 1
Cc1ccc(CCC(=O)Nc2ncc(Cc3cccc(Cl)c3Cl)s2)o1 | -4 | -0.3 | -1 | -5.7 | -1 | -0.3 | 3.9 | 10 | -1
CN(Cc1ccccc1)c1ccc(N2C(=O)CCC2=O)cc1[N+](=O)[O-] | -7 | -0.3 | -6 | -3.8 | -23 | 0.0 | 2.0 | -9 | 7
COc1ccc(C(C)=O)cc1CC(C(=O)c1ccc(F)cc1)N(C)C (configuration not stated) | 0 | 0.5 | -1 | 0.1 | 13 | / | 0.9 | 5 | 6
O=C(CNC(=O)c1ccc(Cl)cc1Cl)OCc1ccccc1 | / | / | 4 | 0.0 | -4 | 0.2 | -3.2 | 10 | -11
CCN(Cc1ccccc1)C(=O)c1ccccc1C | -1 | 0.3 | 2 | -0.9 | 0 | -0.9 | -3.5 | 9 | 15
CCCCN(CC)C(=O)Cn1cnc2ccc(S(=O)(=O)N3CCC(C)CC3)cc2c1=O | 7 | -0.5 | -4 | -4.1 | 0 | / | -1.2 | -4 | -7
OCCC1CN(Cc2cccc3c2OCO3)CCN1C1CCCC1 (configuration not stated) | -1 | -0.4 | 0 | -2.8 | 0 | / | 2.0 | -3 | 3
O=C(COc1coc(CN2CCc3ccccc32)cc1=O)Nc1ccccc1 | -20 | -4.6 | 3 | -1.3 | 8 | / | -2.0 | -4 | -2
COCCN(Cc1cc2cc(C)ccc2nc1Cl)C(=O)Nc1ccccc1C | -8 | 1.8 | 4 | 2.9 | 3 | -2.0 | 1.7 | 16 | -8
C[C@H](NC(=O)c1ccco1)C(=O)Nc1cccc([N+](=O)[O-])c1 | -2 | 0.0 | -1 | -4.4 | -24 | / | 5.1 | 2 | 11
CC1(C)C[C@H]2C3=CCC4[C@@]5(C)CC[C@H](O[C@@H]6O[C@H](C(=O)O)[C@@H](O)[C@H](O)[C@H]6O)[C@@](C)(CO)C5CC[C@@]4(C)[C@]3(C)C[C@H](O)[C@@]2(CO)[C@@H](O)[C@@H]1O (some centres not stated) | -3 | -1.0 | 0 | -0.6 | 5 | -0.9 | -0.4 | 3 | -12
CCCc1cc(C(=O)Nc2ccc(C(C)=O)cc2)no1 | -14 | -1.0 | 0 | -1.3 | 0 | 0.6 | -1.7 | 6 | -2

Structures shown so far with an aryl methoxy group:
SMILES | BoNT F protease | BoNT-A LC inh2 | Mtb FBA inh | FadD28 binding | PrPC surface inh | Mtb BioA inh | Mtb UGM inh | GDH-TPI counter | CCHFV vOTU inh
COc1ccc(-n2c(C)cc(C(=O)CN3C(=O)c4ccccc4C3=O)c2C)cc1 | -14 | -3.4 | 1 | -2.2 | 7 | / | 0.5 | -3 | -8
COc1cccc(COC(=O)c2ccc(S(=O)(=O)N3CCC(C)CC3)cc2)c1OC | 1 | 0.6 | 0 | -2.9 | -3 | 1.0 | -4.6 | -20 | 7
COc1cccc(C(=O)NN=C2CCCC2)c1 | ? | ? | 6 | -1.3 | 13 | -0.3 | 1.2 | 4 | -9
COc1ccc(NC2=CC(=O)CC(c3ccccc3)C2)c(OC)c1 (configuration not stated) | -11 | -0.6 | 2 | -1.5 | 12 | 5.7 | 1.5 | 17 | -9
COc1ccc(OCC(=O)Nc2ccc(NC(=O)c3ccccc3Cl)c(OC)c2)cc1 | 14 | 5.2 | 0 | 0.3 | 6 | -1.2 | -0.1 | 3 | -4
C=C(C)C(Cc1c(OC)ccc(C(=O)/C=C/c2ccc(O)cc2)c1O)OO (configuration not stated) | 4 | -0.2 | 2 | 0.8 | 5 | -0.9 | / | 12 | 5
CCC(C(=O)OCC(=O)Nc1ccc(C(=O)Nc2ccc(OC)cc2)cc1)c1ccccc1 (configuration not stated) | -6 | 0.5 | -1 | -4.0 | 1 | / | -2.2 | -2 | -6
COc1ccc(C(C)=O)cc1CC(C(=O)c1ccc(F)cc1)N(C)C (configuration not stated) | 0 | 0.5 | -1 | 0.1 | 13 | / | 0.9 | 5 | 6

Screens from PubChem BioAssay.
